Redox H2O2 prof = compounds producing H2O2 with reducing agent – biochemical, NIH compound library profiling, artefact control for MLSCN library redox annotation, primary screen; DTT-dependent redox cycling H2O2, phenol red/HRP absorbance; 100% = 100 µM peroxide control, 0% = buffer; activation, % at 10 µM; actives 0.03% (n = 200,000);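 active = activation of at least 50% relative to the plate's high and low controls in the primary single-dose screen; inactive = activation below 50%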;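 also: compound incubated with DTT at 0.8 mM final as the reducing agent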
Diaph inh CS = counter-screen for diaphorase-based assays: diaphorase inhibitors and chemical oxidizers. diaphorase resazurin-to-resorufin fluorescence, NADH, 16 min; bacterial (C. kluyveri) enzyme, not human. inhibition, % at 20 µM. actives 0.69% (n = 190,000). AID 1217;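 active = primary screen inhibition at 20 µM above a set limit, cut at about 50% in these data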;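 also: plate controls were DMSO with full reaction for no effect and wells lacking NADH for full effect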
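Detection: fluorescence of resorufin formed from resazurin, Ex 544/Em 590 nm; test system: Clostridium kluyveri diaphorase enzyme; amount: 0.14 U/mL diaphorase, enzyme working solution; times: 16-min room-temperature incubation before reading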
PMI act satM6P = increases human PMI activity with near-saturating mannose 6-phosphate. activation factor at 20 µM. coupled PMI enzyme assay, resazurin fluorescence, 20 min; stronger effect = higher value; 1 = untreated enzyme, 0 = substrate-free blank. actives 0.34% (n = 190,000);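 active = activation factor of 2 or more at 20 µM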
Target sequence (P34949 whole entry, looked up): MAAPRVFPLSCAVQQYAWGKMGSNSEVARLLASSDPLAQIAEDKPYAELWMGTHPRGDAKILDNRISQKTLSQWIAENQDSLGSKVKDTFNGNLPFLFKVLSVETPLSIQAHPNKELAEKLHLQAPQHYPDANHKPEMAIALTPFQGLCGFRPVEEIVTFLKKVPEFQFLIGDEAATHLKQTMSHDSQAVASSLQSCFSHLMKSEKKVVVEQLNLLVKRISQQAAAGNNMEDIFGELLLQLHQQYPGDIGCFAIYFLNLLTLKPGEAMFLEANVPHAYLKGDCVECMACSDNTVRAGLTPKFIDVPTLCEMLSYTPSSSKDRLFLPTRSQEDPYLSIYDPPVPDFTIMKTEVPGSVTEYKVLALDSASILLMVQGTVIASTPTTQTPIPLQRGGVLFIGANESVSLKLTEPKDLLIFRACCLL
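Test system: human phosphomannose isomerase with PGI, G6PDH, diaphorase coupling enzymes / Doses: 20 µM compound, 1% DMSO / Times: enzyme reaction with compound 20 min at room temperature / Measured by: Diaphorase-driven resazurin-to-resorufin fluorescence, excitation 544, emission 590 nm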
TLR4 MyD88 comp = TLR4-MyD88 interaction inhibition in cells. O00206+Q99836. HeLa CL3-4 TLR4/MyD88 BLA complementation, FRET ratio. inhibition, % at 8.4 µM. actives 0.18% (n = 200,000); in the data active = inhibition above about 25%;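 also: 0% = vehicle and 100% = reference inhibitor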
S1P3 antag = blocks the human S1P3 receptor | CHO S1P3 NFAT-BLA reporter, FRET fluorescence, antagonist mode | actives 0.27% (n = 170,000) | inhibition, % at 4.98 µM;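 active = inhibition above the plate cutoff, the mean inhibition of test wells on that plate plus 3 SD, cut at about 28% in these data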;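 also: cells challenged with S1P at its EC80 of 0.8 µM; blue over green emission ratio from cleaved BLA substrate after 4 h stimulation; 0% = S1P-stimulated wells and 100% = unstimulated DMSO-only wells; some compounds past the cut are filed as inactive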
Target sequence (Q99500 whole entry, looked up): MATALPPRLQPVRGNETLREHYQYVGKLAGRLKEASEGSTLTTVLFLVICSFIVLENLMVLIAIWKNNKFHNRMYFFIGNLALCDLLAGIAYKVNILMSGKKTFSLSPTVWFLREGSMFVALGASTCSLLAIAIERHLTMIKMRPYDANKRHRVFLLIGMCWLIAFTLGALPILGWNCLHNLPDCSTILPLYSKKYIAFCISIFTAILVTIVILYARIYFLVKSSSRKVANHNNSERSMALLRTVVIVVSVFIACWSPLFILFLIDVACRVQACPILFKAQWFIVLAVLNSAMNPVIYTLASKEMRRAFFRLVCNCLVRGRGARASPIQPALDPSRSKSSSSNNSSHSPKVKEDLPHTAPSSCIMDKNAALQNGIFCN
Lmaj promast = Leishmania major promastigote growth inhibition; Leishmania major promastigotes, resazurin fluorescence viability; inhibition, % at 10 µM; actives 9% (n = 200,000); AID 1063;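 also: promastigotes grown with compound for 44 hours at 28 °C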
PMI act = activators of human phosphomannose isomerase; P34949; purified human PMI, coupled resazurin fluorescence, 20 min; stronger effect = higher value; 1 = vehicle control, 0 substrate-free wells; activation factor at 20 µM; actives 0.005% (n = 190,000);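 active = activation factor of 2 or more at 20 µM, relative to plate controls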
RAM inhibit = inhibitors of the yeast RAM network; S. cerevisiae dse1pr::URA3 reporter, 5-FOA growth OD615, 2 d; analog-sensitive cbk1-as2 kinase mutant strain; inhibition, % at 50 µM; actives 1.8% (n = 190,000); AID 868;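 active = inhibition above a set limit, 3 SD over mean compound inhibition, cut at about 8.4% in these data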;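 also: 0% = DMSO-only wells with no growth and 100% = 10 µM 1-NA-PP1 full growth; inhibition rescues growth on 5-FOA so higher OD means more RAM inhibition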
G6PDH CS = L. mesenteroides G6PDH inhibition counter-screen | Purified L. mesenteroides G6PDH, diaphorase/resazurin coupled fluorescence, 45 min | inhibition, % at 5 µM | actives 0.12% (n = 200,000) | AID 1020
Diaph act CS = counter-screen for diaphorase-based assays: diaphorase activators and chemical reducers. Diaphorase/resazurin coupled assay, resorufin fluorescence, 16 min; stronger effect = higher value; 1 = vehicle wells, 0 = NADH-free wells. activation factor at 20 µM. actives 0.005% (n = 190,000);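 active = diaphorase activity raised at least twofold by the compound at 20 µM; inactive = activation factor below 2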
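Material: Clostridium kluyveri diaphorase, purified enzyme; Quantity: enzyme 0.07 U/mL final; Medium: HEPES pH 7.4 buffer with MgCl2 and Tween 20; Dosing: single compound dose of 20 µM, 1% DMSO final; Schedule: 16 min reaction at room temperature; Measured by: red resorufin fluorescence at 544/590 nm excitation/emission.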
Hsp70 activator = Hsp70 transcriptional activation, primary screen; HeLa Hsp70 promoter luciferase reporter, luminescence; scaled: vehicle 0, proteasome-inhibitor control 100%; activation, % at 10 µM; actives 0.04% (n = 200,000); AID 1203;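 active = activation above the mean across all tested compounds plus 3 SD, cutoff set per campaign, cut at about 5.5% in these data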;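 also: 100% = MG132 at 30 µM as the positive control and 0% = DMSO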
Numbers without * were called inactive; . = no result given. Rule as the data show it, unless noted: active = inhibition above about 50%; inactive = the rest.

(1) Cc1cccc(-c2oc(C)c(C)[n+]2[O-])c1
(2) O=C1C2=C(C(c3ccccc3)=NCCN2)C(c2cccc([N+](=O)[O-])c2)N1c1ccccc1 (stereo not drawn)
(3) CCOC(=O)N1CCN(c2ccc(N3C(=O)CCCC3=O)cc2[N+](=O)[O-])CC1
(4) Cc1ccc2cccc(S(=O)(=O)Nc3c(C)n(C)n(-c4ccccc4)c3=O)c2n1
(5) Cc1nc2cc(CO)ccc2s1
(6) O=C(COc1nncc2ccccc12)Nc1ccc(Br)cc1F
(7) CCOc1ccccc1NC(=O)C1CCCN(S(=O)(=O)c2cccc3nsnc23)C1 (stereo not drawn)
(8) COCc1cc(/C=N\NC(=O)c2ccc(Cl)cc2)ccc1OC
(9) Cc1ccc(C)c(-c2nnc(OCC(=O)Nc3cc(C)on3)c3ccccc23)c1
(10) O=C(N=NC(=O)c1ccco1)c1ccc2c(O)n(N3C(=O)c4ccccc4C3=O)c(O)c2c1
entry no.	1	2	3	4	5	6	7	8	9	10
Redox H2O2 prof	0.8	-1.4	4.1	1.2	2.2	-2.0	-0.1	0.3	0.8	0.8
Diaph inh CS	16	13	7	4	16	1	18	18	6	4
PMI act satM6P	1.1	1	1	1	0.9	1	0.8	0.9	0.9	1.2
TLR4 MyD88 comp	10	-3	-12	-6	6	-14	-10	6	12	-4
S1P3 antag	.	-5	-15	-2	-6	-8	13	5	26	-3
Lmaj promast	0	-2	-6	-7	-5	-12	7	39	16	-8
PMI act	1	1.1	1	1	0.8	1	0.9	0.9	0.8	1.2
RAM inhibit	1.0	-0.3	1.6	1.2	0.0	2.9	0.5	3.5	-0.8	1.6
G6PDH CS	-1	-2	-1	-1	16	3	17	9	3	7
Diaph act CS	0.8	0.9	0.9	1	0.8	1	0.8	0.8	0.9	1
Hsp70 activator	-0.3	0.1	-0.3	-0.1	-0.5	0.0	-0.3	0.1	0.1	-0.1

Grouped by structure, the compounds so far with a halogen
(6) O=C(COc1nncc2ccccc12)Nc1ccc(Br)cc1F
(8) COCc1cc(/C=N\NC(=O)c2ccc(Cl)cc2)ccc1OC
entry no.	6	8
Redox H2O2 prof	-2.0	0.3
Diaph inh CS	1	18
PMI act satM6P	1	0.9
TLR4 MyD88 comp	-14	6
S1P3 antag	-8	5
Lmaj promast	-12	39
PMI act	1	0.9
RAM inhibit	2.9	3.5
G6PDH CS	3	9
Diaph act CS	1	0.8
Hsp70 activator	0.0	0.1

(cont.)
(11) Cc1ccc(NC(=O)c2c3c(nc4ccccc24)CCC3)cc1S(=O)(=O)N(C)C
(12) Cc1nnsc1NC(=O)OCc1ccc(C(C)(C)C)cc1
(13) CC(=O)Nc1ccc(N(CC(O)Cn2c3ccccc3c3ccccc32)S(=O)(=O)c2ccc(C)cc2)cc1 (stereo not drawn)
(14) O=C(Nc1nnc(CCc2ccccc2)s1)c1ccco1
(15) CN1CCN(CCCCC(=O)c2ccccc2)CC1
(16) Cc1cc(N)nc2nc(C(F)(F)F)nn12
(17) COc1ccc(/C=N/NC(=O)/C(=C/c2ccccc2)CCO)cc1
(18) O=C(NCC(c1ccco1)N1CCCCC1)c1ccc(OCc2ccccc2)cc1 (stereo not drawn)
(19) Cc1ccccc1N=C1c2ccccc2C(=O)C1[N+](=O)[O-] (stereo not drawn)
(20) Cc1cc(OCC(=O)N2CCOCC2)ccc1NC(=O)C1CCCCC1
entry no.	11	12	13	14	15	16	17	18	19	20
Redox H2O2 prof	-0.2	2.4	1.4	1.5	-0.4	-1.2	0.1	-0.4	0.4	-2.3
Diaph inh CS	11	3	18	11	-4	0	0	5	10	4
PMI act satM6P	1	1	1	1	1.1	1.2	1	1	1	1
TLR4 MyD88 comp	1	5	9	11	6	-11	-2	-21	-5	-3
S1P3 antag	6	.	8	14	.	-2	2	4	8	-12
Lmaj promast	3	19	62*	0	2	16	-5	30	-4	20
PMI act	1.3	1	1	0.9	1.1	1.3	0.9	1	1.1	1.1
RAM inhibit	3.2	2.4	6.7	2.5	-0.8	0.6	0.8	-1.4	2.5	1.4
G6PDH CS	8	2	-14	16	5	7	12	-6	7	3
Diaph act CS	0.9	1	0.8	0.9	1	1	1	0.9	0.9	1
Hsp70 activator	-0.1	-0.4	-0.2	-0.2	-0.3	-0.3	-0.2	0.5	-0.3	-0.2

(21) CCc1c(C)nc2cc(-c3ccc(OC)cc3)[nH]n2c1=O
(22) N/C(=N\OC(=O)COc1ccc([N+](=O)[O-])cc1)c1cccnc1
(23) Cc1nc(C)c(-c2csc(NCc3ccccc3)n2)s1
(24) COc1ccc(C(=O)NCCn2ccc3ccccc32)c(OC)c1
(25) CCCC1Cc2c(sc3ncnc(N)c23)CO1 (stereo not drawn)
(26) C=CCn1c(SCC(=O)Nc2cc(C)ccc2C)nnc1-c1cnccn1
(27) COc1cccc(/C=N/NC(=O)C(=O)NCc2ccco2)c1OC
(28) CCOC(=O)C(Cc1c(F)cccc1Cl)c1ccnc2nc(N)nn12 (stereo not drawn)
(29) COc1ccc(C2C(C(=O)NCc3ccco3)CCC(=O)N2c2ccc(OC)cc2)cc1 (stereo not drawn)
(30) CCn1c(-c2cc(-c3ccc(C)cc3)nc3ccccc23)n[nH]c1=S
entry no.	21	22	23	24	25	26	27	28	29	30
Redox H2O2 prof	-0.1	-0.3	-1.0	2.1	0.1	1.6	-0.5	0.6	-0.6	-1.2
Diaph inh CS	6	7	12	14	30	12	8	15	15	15
PMI act satM6P	1	1	0.8	1	1.2	0.9	0.9	0.4	0.9	0.9
TLR4 MyD88 comp	-8	2	0	21	7	1	-5	11	-4	-3
S1P3 antag	30	0	2	-10	.	-26	-14	-6	0	8
Lmaj promast	58*	-4	4	10	13	-1	0	-2	1	14
PMI act	1	1	1	1.1	1.1	0.9	0.8	0.8	1	0.9
RAM inhibit	6.3	3.2	-0.8	1.7	1.5	1.3	0.8	0.6	-0.1	-1.1
G6PDH CS	-3	8	12	9	2	3	5	-2	3	2
Diaph act CS	0.9	0.9	0.9	0.9	0.7	0.9	0.9	0.8	0.8	0.9
Hsp70 activator	0.2	0.2	-0.3	-0.2	0.1	-0.2	-0.3	-0.3	0.2	-0.2

(31) COc1ccc(O)c(C=Nc2cc(C)on2)c1
(32) COCCNCC(=O)Nc1nc(C)cs1
(33) CCOC(=O)c1ccc(NS(=O)(=O)c2cc(-c3nnnn3CC)ccc2OC)cc1
(34) CC1Cc2ccccc2N1C(=O)CSc1nnc(-c2ccc(S(=O)(=O)N3CCCC3)cc2)o1 (stereo not drawn)
(35) Cc1ccc(OC(=O)c2ccc3snnc3c2)cc1
(36) c1cncc(CSc2nnc3ccc(-c4ccco4)nn23)c1
(37) Cc1ccc(C(=O)O)cc1NC(=S)NC(=O)Cc1ccccc1
(38) O=S(=O)(NCc1cn2ccccc2n1)c1cc(F)ccc1F
(39) CC(=O)N/N=C/c1c(C)[nH]n(-c2ccccc2)c1=O
(40) CCOC(=O)c1cnn(-c2nc(OCC)cc(OCC)n2)c1C
(41) CCn1c2ccccc2c2cc(NC(=O)CN(C)CC(=O)Nc3ccc(N4CCOCC4)cc3)ccc21
(42) Cc1cc(Nc2ccccc2)nc(NCc2ccccc2)n1
(43) COCCNc1ccc(N2C(=O)C3CCCCC3C2=O)cc1[N+](=O)[O-] (stereo not drawn)
entry no.	31	32	33	34	35	36	37	38	39	40	41	42	43
Redox H2O2 prof	1.8	-3.4	3.3	1.9	-4.6	-1.4	-4.9	3.1	-0.1	0.1	-0.9	0.3	1.1
Diaph inh CS	22	21	15	34	-6	11	5	3	56*	10	7	-10	7
PMI act satM6P	0.8	1	1	0.8	1.1	1.1	1.1	1.1	0.9	0.9	0.9	1	1
TLR4 MyD88 comp	-4	8	5	0	2	14	13	20	2	-4	-7	5	-7
S1P3 antag	-5	9	-16	-6	.	-11	.	-30	-5	2	-2	23	-1
Lmaj promast	-10	2	-6	19	-1	-1	-9	-1	-5	0	41	100*	1
PMI act	0.9	0.8	1	0.8	1.1	1.2	1	1.2	0.7	1	0.9	1	1
RAM inhibit	-0.6	-0.4	4.8	2.4	0.3	0.4	3.7	1.6	1.6	0.8	0.7	4.1	-0.8
G6PDH CS	-1	7	11	5	4	1	14	3	18	-6	5	1	4
Diaph act CS	0.8	0.8	0.8	0.7	1.1	0.9	1	1	0.4	0.9	0.9	1.1	0.9
Hsp70 activator	-0.3	-0.2	-0.5	-0.3	-0.1	-0.2	-0.1	0.2	0.0	-0.2	-0.2	-0.6	0.1

Compounds as they come. Share with any hit: about 12%.
